LGR2 antag – Drosophila LGR2 receptor signaling inhibition; HEK293 LGR2, CRE-luciferase, bursicon-stimulated, 4 h; 380,000 compounds, 0.35% hits; inhibition, % at 9.99 µM;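 active = drop in luminescence signal, shown as inhibition above about 50% in the replicate tests, limit read from the data, passing the limit was not always enough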;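 note: agonist challenge used bursicon conditioned medium at about half maximal strength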
FN deposit inh – fibronectin deposition inhibition | AH1F fibroblasts, Alexa488-fibronectin deposition fluorescence, overnight | inhibition, % at 12.6 µM | 350,000 compounds, 0.086% hits | AID 743247;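 active = mean inhibition across replicates of 30% or more, regardless of how many single replicates reach that level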;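 note: positive control wells lacked labelled fibronectin entirely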
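Test system: AH1F fibroblast monolayer depositing Alexa488-labelled fibronectin into matrix. Input: 10000 cells per well. Technique: fluorescence, ex 485 nm, em 525 nm. Buffer or medium: DMEM plus 2% serum, read in PBS. Timing: 1 h cell adhesion before compound, then overnight fibronectin incubation. Compound: single dose, pinned. Read-out basis: inhibition from reduced deposited-fibronectin fluorescence.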
SIRT5 inh – blocks human SIRT5 desuccinylation of peptide; Q9NXA8; Purified SirT5, succinyl-peptide AMC, trypsin-coupled fluorescence; inhibition, % at 15 µM; 330,000 compounds, 1.1% hits; in the data active = inhibition above about 15%
Target sequence (Q9NXA8 whole entry, looked up): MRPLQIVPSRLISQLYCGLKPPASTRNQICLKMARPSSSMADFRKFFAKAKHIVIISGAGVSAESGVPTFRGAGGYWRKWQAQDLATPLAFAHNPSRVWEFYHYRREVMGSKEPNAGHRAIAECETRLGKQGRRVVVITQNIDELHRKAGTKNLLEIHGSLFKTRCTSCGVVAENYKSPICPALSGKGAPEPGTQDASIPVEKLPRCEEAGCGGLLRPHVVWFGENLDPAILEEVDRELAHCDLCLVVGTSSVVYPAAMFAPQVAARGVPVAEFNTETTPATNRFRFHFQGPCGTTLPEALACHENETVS
Casp6 inh – inhibitors of human caspase-6. P55212. purified caspase-6, Z-VEID-R110 cleavage fluorescence. inhibition, % at 12.5 µM. 350,000 compounds, 0.53% hits. AID 686996;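 active = mean inhibition across replicates at least about 35%, with every replicate also reaching that limit, limit read from the data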;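 note: 0% = median of neutral control wells and 100% = no fluorescence left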
Target sequence (P55212 24-179 limits assumed): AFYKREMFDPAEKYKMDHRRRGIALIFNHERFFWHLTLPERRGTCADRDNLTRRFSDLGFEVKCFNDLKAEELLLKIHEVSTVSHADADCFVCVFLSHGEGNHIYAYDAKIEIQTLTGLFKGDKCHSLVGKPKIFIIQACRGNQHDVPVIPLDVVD
Target sequence (P55212 194-293 limits assumed): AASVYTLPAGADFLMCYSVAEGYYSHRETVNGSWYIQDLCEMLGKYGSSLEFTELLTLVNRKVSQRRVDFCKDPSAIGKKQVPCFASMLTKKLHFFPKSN
Statin myotox sup – suppression of simvastatin myotoxicity; AID 602340; C2C12 myotubes + simvastatin, ATP luminescence, 48 h; scaled: DMSO 0, geranylgeraniol control 100; 330,000 compounds, 0.78% hits; rescue of ATP level, % at 7.49 µM;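 active = mean ATP rescue above about 67%, or every replicate alone reaching that limit, limit read from the data, passing the limit was not always enough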;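 note: myotubes were challenged with 10 µM simvastatin during compound exposure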
S100A4 MyoIIA – blocks human S100A4 binding to myosin IIA peptide; S100A4/TAMRA-MyoIIA peptide fluorescence polarization; inhibition, % at 10.7 µM; 360,000 compounds, 0.14% hits; AID 652163;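 active = mean inhibition of at least 70% across replicates, with every replicate also reaching that level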
Target sequence (P26447 whole entry, looked up): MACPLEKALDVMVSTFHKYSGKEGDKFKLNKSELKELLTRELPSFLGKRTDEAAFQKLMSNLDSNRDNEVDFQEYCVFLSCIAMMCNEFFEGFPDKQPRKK
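Material: S100A4 monomer protein / Buffer or medium: 50 mM HEPES pH 7.2, 10 mM CaCl2, 100 mM KCl / Times: 5 min incubation before reading / Benchmarks: neutral control DMSO, positive control TFP / Reagent: labelled myosin peptide probe, 5 nM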
esBAF inh – inhibitors of esBAF chromatin remodeling in mouse ES cells. Bmi1-luciferase knock-in reporter, 24 h; 100% = twice the neutral-well signal. reporter increase, % at 12.5 µM. 350,000 compounds, 2% hits; in the data active = activation above about 40%;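 note: 0% = median of the plate's neutral control wells and 100% = double that signal; a rise in the Bmi1 reporter signal indicates esBAF inhibition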
Numbers without * were called inactive; nt = not tested or not shown.

cpd	compound	LGR2 antag	FN deposit inh	SIRT5 inh	Casp6 inh	Statin myotox sup	S100A4 MyoIIA	esBAF inh
1	COC(=O)C1(C)NCCc2c1[nH]c1ccccc21 (stereo not given)	9	nt	-1	-5	7	-20	2
2	COc1ccc(C#Cc2ccc3c(c2)O[C@@H](CN(C)S(=O)(=O)c2ccccc2F)[C@H](C)CN([C@@H](C)CO)S3(=O)=O)cc1	5	nt	4	nt	-1	-15	4
3	O=C(C1CCN(C2CC(=O)N(c3cccc(Cl)c3)C2=O)CC1)N1CCCCCC1 (stereo not given)	27	nt	nt	nt	-3	nt	0
4	Cc1cccc(-c2cccc(NC(=O)C3CCCN(Cc4cccnc4)C3)c2)c1 (stereo not given)	-3	nt	6	0	13	1	-4
5	C=CC[C@@H](CC(=O)N[C@H](CO)Cc1ccccc1)C(=O)N[C@H](COC(=O)[C@@H](CC=C)CC(=O)OC(C)(C)C)Cc1c[nH]c2ccccc12	37	2	nt	0	-19	-24	1
6	Cc1ccc2[nH]c3c(=O)n(N)c(=O)[nH]c3c2c1	nt	7	-7	-7	nt	-1	nt
7	Cc1ccc(O)c(CP(=O)(c2ccccc2)c2ccccc2)c1	14	5	0	2	nt	-6	nt
8	Cc1ccccc1C(=O)Nc1scc(-c2ccc(Br)cc2)c1C(=O)O	-13	-3	-7	5	nt	-5	nt
9	Cc1cc(NC(=O)c2cccs2)cc(-c2nc3ncccc3o2)c1O	13	-7	2	1	nt	1	nt
10	O=S(=O)(Nc1ccc(-c2nc3ccccc3o2)cc1)c1ccccc1	nt	8	nt	nt	2	nt	10
11	CN(C)c1nc(NCc2ccccc2)nc(SCC(=O)Nc2ccccc2Cl)n1	8	-5	-1	-1	nt	-7	nt
12	CCC[C@H]1CN(Cc2cccnc2)C(=O)[C@@H]1CC(=O)Nc1ccc(Br)cc1	-1	-4	-2	-4	5	-1	2

(listing goes on)
cpd	compound	LGR2 antag	FN deposit inh	SIRT5 inh	Casp6 inh	Statin myotox sup	S100A4 MyoIIA	esBAF inh
13	CN(C)C(=O)N1CCN(C(=O)[C@H](CCc2ccccc2)NC(=O)[C@H]2O[C@@H](n3cnc4c(N)ncnc43)[C@H](O)[C@@H]2O)CC1	-9	-5	3	-5	nt	-1	nt
14	CCOC(=O)Cn1c(=O)cc(C)c2cccc(C)c21	8	-6	-2	1	nt	6	nt
15	COCCOC(=O)C1=C(C)NC(=O)NC1c1ccc(Cl)cc1 (stereo not given)	-7	-5	nt	nt	-2	nt	3
16	COc1cc(C(=O)Nc2c(C(=O)O)[nH]c3ccccc23)cc(OC)c1OC	-16	0	2	4	-5	2	4
17	CCN(CC)CCNC(=O)c1ccc(NC(=O)C2CCN(S(=O)(=O)c3ccc4c(c3)OCCO4)CC2)cc1	7	1	-1	-16	-18	4	nt
18	Cc1ccc(S(=O)(=O)Nc2ccc3c(c2)C(=O)N([C@@H](C)CO)C[C@H](C)[C@H](CN(C)C(=O)NC(C)C)O3)cc1	-6	nt	nt	0	-48	2	-10
19	O=S(=O)(c1cc(Cl)ccc1Cl)n1cccn1	3	-8	-2	0	nt	-4	nt
20	COCC#Cc1ccc(CC[C@H]2O[C@H]3CC[C@@H](CO)O[C@H]3C[C@H]2NC(=O)Nc2c(C)noc2C)cc1	nt	nt	3	2	nt	-3	nt
21	CO[C@H]1CN(C)C(=O)c2cc(NC(=O)NC(C)C)ccc2OC[C@@H](C)NC[C@@H]1C	4	-16	nt	nt	4	nt	-1
22	COc1ccc(N2CCN(C(=O)c3ccc(CS(=O)c4cccc(Cl)c4)o3)CC2)cc1 (stereo not given)	-20	-13	nt	0	0	-1	1
23	CCOC(=O)c1ccc(NC(=O)c2c(N)n(C)c(=O)[nH]c2=O)cc1	8	-3	nt	nt	-15	nt	32
24	Cc1noc(C)c1S(=O)(=O)Nc1ccc2c(c1)C(=O)N([C@H](C)CO)C[C@@H](C)[C@@H](CN(C)C(=O)NC(C)C)OCCCC[C@@H](C)O2	-10	-10	-3	5	nt	1	0

Part of the list above, limited to FN deposit inh and Casp6 inh.
entry	mol	FN deposit inh	Casp6 inh
20	COCC#Cc1ccc(CC[C@H]2O[C@H]3CC[C@@H](CO)O[C@H]3C[C@H]2NC(=O)Nc2c(C)noc2C)cc1	nt	2
23	CCOC(=O)c1ccc(NC(=O)c2c(N)n(C)c(=O)[nH]c2=O)cc1	-3	nt
14	CCOC(=O)Cn1c(=O)cc(C)c2cccc(C)c21	-6	1
22	COc1ccc(N2CCN(C(=O)c3ccc(CS(=O)c4cccc(Cl)c4)o3)CC2)cc1 (stereo not given)	-13	0

(list continues)
cpd	compound	LGR2 antag	FN deposit inh	SIRT5 inh	Casp6 inh	Statin myotox sup	S100A4 MyoIIA	esBAF inh
25	N#C[C@H]1[C@H](c2ccc(C3=CCCC3)cc2)[C@H](CO)N1C(=O)C1CCC1	4	-26	1	0	-4	-5	3
26	O=S(=O)(c1ccccc1F)N1CCCCN2[C@H](CO)[C@H](c3ccc(-c4ccncc4)cc3)[C@H]2C1	21	nt	-3	-3	nt	14	nt
27	O=c1cc(-c2ccsc2)oc2ccc(-c3ccc4cc[nH]c4c3)cc12	-92	-6	nt	0	-11	1	59*
28	COC(=O)c1cccnc1NC(=S)NNC(=O)c1ccncc1	10	1	-1	-2	4	3	-2
29	Cc1ccc(O)c(-c2cc(C(=O)Nc3ccc(S(=O)(=O)N4CC(C)OC(C)C4)cc3)[nH]n2)c1 (stereo not given)	nt	0	nt	nt	20	nt	6
30	O=S(=O)(c1ccccc1)N1CCCCN2[C@H](CO)[C@@H](c3ccc(-c4ccccc4)cc3)[C@@H]2C1	2	nt	8	0	10	2	1
31	O=C(Cc1ccccn1)N[C@H]1CC[C@H](CCn2cc(-c3cccnc3)nn2)O[C@H]1CO	12	nt	0	-4	-3	-7	0
32	Cc1noc(C)c1COC(=O)C1CCN(S(=O)(=O)c2c(Cl)cccc2Cl)CC1	-11	1	-1	4	8	0	nt
33	O=[N+]([O-])c1ccc(CSc2ncnc3ccccc23)cc1	11	5	5	0	-8	-4	-9
34	NNc1ncnc2sc3c(c12)CCC3	-20	0	0	0	nt	1	nt
35	CC(=O)N1C[C@@H](CO)[C@@H](N(C)C(=O)C(C)(C)C)C[C@H]1c1ccccc1Br	-12	-17	-6	-5	nt	-4	nt
36	C[C@H](CO)N1C[C@H](C)[C@H](CN(C)Cc2ccc(C(F)(F)F)cc2)Oc2c(NS(=O)(=O)c3cccs3)cccc2C1=O	-9	nt	6	0	10	-18	-4

The results go on:
cpd	compound	LGR2 antag	FN deposit inh	SIRT5 inh	Casp6 inh	Statin myotox sup	S100A4 MyoIIA	esBAF inh
37	CCCCOc1ccc(NC(=O)C2CC=CCC2C(=O)O)cc1 (stereo not given)	5	nt	-2	nt	5	8	-6
38	Cc1cc(C(=O)Nc2cccc3c2O[C@H](CN(C)Cc2ccc(C(=O)O)cc2)[C@H](C)CN([C@H](C)CO)C3=O)n(C)n1	0	nt	-4	1	-1	-4	-1
39	CC(CCc1ccccc1)NC(=O)CSc1nnnn1C (stereo not given)	-4	nt	-1	1	6	1	5
40	CC(Oc1cccc(Cl)c1)C(=O)Nc1ccc(S(=O)(=O)N(C)C2CCN(C)CC2)cc1 (stereo not given)	14	6	-4	-3	-25	-1	-3
41	O=C(Nc1c(Br)cc2c(c1Br)Cc1ccccc1-2)C(Cl)Cl	-1	-1	-2	-2	nt	4	nt
42	Cc1onc(-c2c(F)cccc2Cl)c1C(=O)Nc1ccccc1N1CCOCC1	-7	-2	3	-2	16	0	-2
43	OCc1ccc(-c2nn(Cc3ccccc3)c3ccccc23)o1	20	9	-16	-3	1	0	2
44	COCC(=O)Nc1ccc2c(c1)C(=O)N(C)C[C@@H](OC)[C@@H](C)CN(C(=O)c1ccncc1)[C@H](C)CO2	6	-4	-2	5	-2	5	-3
45	Nc1cc2ccncc2c2ccccc12	7	12	-27	1	23	-7	-22
46	Cc1ccc(Cn2nnc3c(=O)[nH]c(C4CCN(S(=O)(=O)c5cc(C)ccc5C)CC4)nc32)cc1	-40	nt	-1	3	0	0	-2
47	CC1(C(=O)NS(=O)(=O)C2CC2)CCN(C(=O)c2ccccc2OC(F)(F)F)C1 (stereo not given)	-3	-2	1	0	-9	-3	-6
48	O=C(c1cccs1)c1coc2ccc(O)cc12	nt	6	nt	nt	12	nt	67*

Going on with the list.
cpd	compound	LGR2 antag	FN deposit inh	SIRT5 inh	Casp6 inh	Statin myotox sup	S100A4 MyoIIA	esBAF inh
49	Cc1ccc(-c2cnc(-c3ccccc3C(=O)O)o2)cc1	0	4	-8	7	-1	-2	38
50	Cc1ccc(-c2csc(NCCn3c(C)nc4cc(C(F)(F)F)ccc43)n2)cc1	-18	-6	nt	1	-3	-4	0
51	O=C(OCC(=O)N1CCCC1=O)c1cc2ccccc2o1	3	-1	1	6	0	-3	-2
52	COc1ccc(NC(=O)c2ccc3c(c2)CCN3S(C)(=O)=O)cc1	14	7	-2	0	-15	2	8
53	C[C@H](CO)N1C[C@H](C)[C@@H](CN(C)C(=O)Nc2cccc3ccccc23)Oc2ccc(NC(=O)C3CCCCC3)cc2CC1=O	16	4	-2	nt	-30	1	-3
54	CC(=O)Nc1ccc(S(=O)(=O)N(C)c2ccc(OCCOc3cccc(C)c3)cc2)cc1	2	-4	-2	26	-3	2	-2
55	O=C(Nc1ccc(Br)cc1F)c1ccc2c(c1)OCCO2	3	0	0	-1	-51	-10	-69
56	CCOc1ccccc1N1CCN(Cc2cccc(OC)c2OC)CC1	nt	3	nt	nt	-6	nt	-3
57	O=C(NC(=S)N1CCCCCC1)c1cccc([N+](=O)[O-])c1	6	-14	-2	-2	-8	1	-3
58	O=C(NCc1c(Cl)cccc1Oc1ccccc1)c1ccccc1	15	-1	0	0	9	0	-13
59	CC(=O)Nc1cccc(-c2csc(NCc3ccco3)n2)c1	nt	-7	nt	nt	4	nt	19
60	O=C(CSc1nnc(COc2ccccc2)o1)N1CCCCC1	-12	-5	-5	-3	-5	-10	-2

Further compounds follow:
cpd	compound	LGR2 antag	FN deposit inh	SIRT5 inh	Casp6 inh	Statin myotox sup	S100A4 MyoIIA	esBAF inh
61	CCOc1ccc(/C=N/Nc2cc(N3CCOCC3)nc(C)n2)c(O)c1	12	3	1	1	-6	-2	6
62	COC(=O)C1CCN(c2cc(=O)n(-c3ccc(OC)cc3)c(=O)[nH]2)CC1	18	0	-3	-1	13	1	2
63	CCC1=Nc2cc(C(=O)N3CCCCC3)ccc2Sc2ccc(C)cc21	3	2	2	2	-45	0	4
64	CN(C)c1ccc(/C=[N+](\[O-])C2SC(=S)N(C)C2(C)C)cc1 (stereo not given)	0	nt	7	1	17	-3	6
65	O=C(N=C1SC2CS(=O)(=O)CC2N1c1ccccc1F)C1CCCCC1 (stereo not given)	11	10	-4	-2	1	-2	5
66	Cc1c(C)n(Cc2ccccc2)c2ccc(C(=O)OCCCN(C)C)cc12	-13	12	-3	-22	5	6	2
67	CC1CCN(C(=O)CN2C(=O)C(=O)N(C(C)C)C2=O)c2ccccc2S1 (stereo not given)	-9	-3	-5	2	-4	-2	-5
68	COC(=O)C1=C(C)N(C)C(=NCc2ccc3c(c2)OCO3)NC1c1cccc(F)c1 (stereo not given)	14	1	nt	-5	nt	-2	nt

Screening data from PubChem BioAssay.

This is a subset, so the mix of outcomes need not match the whole.
